Screens as filed in PubChem.
TbHK1 inh: Trypanosoma brucei hexokinase 1 inhibitors, primary screen, biochemical, G6PDH-coupled NADH absorbance, MLSCN library; hexokinase 1 [Trypanosoma brucei]; inhibition, % at 10 µM; recombinant TbHK1, G6PDH-coupled NADH A340; actives 0.11% (n = 220,000);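 active = inhibition of 50% or more in the single-dose primary screen; inactive = inhibition below 50%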
Calpain2 inh: inhibitors of pig calpain II, primary screen, biochemical, fluorogenic peptide substrate, 1536-well. purified calpain II, 30 min. AID 1236, 2008. inhibition, % at 16 µM. actives 0.37% (n = 220,000);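 active = inhibition above about 50%, limit read from the data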
Runt-CBFb FRET: inhibitors of RUNX1 Runt–CBFb binding, primary screen, biochemical, FRET, Cerulean-Runt, Venus-CBFb, uHTS. Runt-related transcription factor 1 (Homo sapiens) + Core-binding factor subunit beta …. Cerulean-Runt/Venus-CBFb FRET ratio 530/480, 1 h. inhibition, % at 20 µM. actives 0.46% (n = 220,000);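 active = inhibition over about 50% at 20 µM in the single-dose screen, limit read from the data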;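 note: 0% = DMSO wells and 100% = excess unlabeled CBFb competitor control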
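Buffer or medium: Tris pH 7.5 buffer with BSA. Assay system: Cerulean-labeled Runt domain protein. Amount: each fluorescent fusion protein 100 nM. Read-out basis: loss of energy transfer signal. Incubation: 1 h compound exposure, room temperature. Probe or stimulus: Venus-CBFb binding partner, 100 nM. Detection: FRET, excitation 422 nm, emission at 530 and 480 nm.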
RBBP9 inhibitor: human RBBP9 inhibitors, primary screen, biochemical, fluorescence polarization, FP-Rh probe, HTS | Serine hydrolase RBBP9 (Homo sapiens), O75884 | recombinant RBBP9 | inhibition, % at 7.94 µM | actives 0.2% (n = 220,000);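 active = inhibition above the campaign mean of all tested compounds plus 3 SD, cut at about 14% in these data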;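 note: plate controls were DMSO wells with RBBP9 for no effect and wells lacking RBBP9 protein for full effect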
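Test system: recombinant human RBBP9. Quantity: 2.5 µM RBBP9 dispensing solution, before mixing. Detection: FP readout at 525/598 nm. Reagent: Serine-hydrolase probe FP-Rh, 375 nM pre-mixing. Measure: % inhibition. Control set: DMSO-treated enzyme wells and wells lacking RBBP9. Buffer or medium: Tris-NaCl-Pluronic buffer, pH 8.0. Times: preincubation 30 min plus labeling 45 min at 25 °C.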
Furin inh: human furin inhibitors, primary screen, biochemical, fluorescence intensity; inhibition, % at 30 µM; P09958; purified furin, fluorogenic substrate cleavage; AID 463115, 2010; actives 0.061% (n = 220,000); in the data active = inhibition above about 25%; note: inactives centre near -15
Runt-SMMHC FRET: inhibitors of RUNX1 Runt–CBFb-SMMHC binding, primary screen, biochemical, FRET, Cerulean-Runt, Venus-CBFb-SMMHC, uHTS; Cerulean-Runt/Venus-CBFb-SMMHC FRET ratio 530/480, 1 h; Runt-related transcription factor 1 (Homo sapiens) + Core-binding factor subunit beta …; inhibition, % at 20 µM; actives 0.74% (n = 220,000);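 active = mean inhibition across duplicate retests at 20 µM reaching about 50%, limit read from the data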;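 note: 0% = DMSO wells and 100% = wells with excess untagged CBFb-SMMHC; inhibitors lower the FRET ratio by blocking Runt binding to CBFb-SMMHC; some results filed as inactive read as strong as hits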
NCF1 inh: p47phox/p22phox peptide binding inhibitors, primary screen, biochemical, uHTS, NADPH oxidase regulatory subunit; inhibition, % at 24.7 µM; AID 1274, 2008; Neutrophil cytosol factor 1 (Homo sapiens), P14598; actives 0.53% (n = 220,000); fluorescence polarization, 2 h;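 active = inhibition above about 30%, limit read from the data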;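 note: 0% = p47phox with labelled peptide and 100% = labelled peptide alone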
p97 ATPase inh: inhibitors of human p97 ATPase, primary screen, biochemical; Transitional endoplasmic reticulum ATPase (Homo sapiens), P55072; recombinant p97 ATPase, Kinase-Glo ATP luminescence, 3 h; inhibition, % at 8 µM; actives 0.42% (n = 220,000); in the data active = inhibition above about 15%;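 note: 0% = DMSO vehicle and 100% = wells lacking enzyme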
Target sequence (P55072 whole entry, looked up): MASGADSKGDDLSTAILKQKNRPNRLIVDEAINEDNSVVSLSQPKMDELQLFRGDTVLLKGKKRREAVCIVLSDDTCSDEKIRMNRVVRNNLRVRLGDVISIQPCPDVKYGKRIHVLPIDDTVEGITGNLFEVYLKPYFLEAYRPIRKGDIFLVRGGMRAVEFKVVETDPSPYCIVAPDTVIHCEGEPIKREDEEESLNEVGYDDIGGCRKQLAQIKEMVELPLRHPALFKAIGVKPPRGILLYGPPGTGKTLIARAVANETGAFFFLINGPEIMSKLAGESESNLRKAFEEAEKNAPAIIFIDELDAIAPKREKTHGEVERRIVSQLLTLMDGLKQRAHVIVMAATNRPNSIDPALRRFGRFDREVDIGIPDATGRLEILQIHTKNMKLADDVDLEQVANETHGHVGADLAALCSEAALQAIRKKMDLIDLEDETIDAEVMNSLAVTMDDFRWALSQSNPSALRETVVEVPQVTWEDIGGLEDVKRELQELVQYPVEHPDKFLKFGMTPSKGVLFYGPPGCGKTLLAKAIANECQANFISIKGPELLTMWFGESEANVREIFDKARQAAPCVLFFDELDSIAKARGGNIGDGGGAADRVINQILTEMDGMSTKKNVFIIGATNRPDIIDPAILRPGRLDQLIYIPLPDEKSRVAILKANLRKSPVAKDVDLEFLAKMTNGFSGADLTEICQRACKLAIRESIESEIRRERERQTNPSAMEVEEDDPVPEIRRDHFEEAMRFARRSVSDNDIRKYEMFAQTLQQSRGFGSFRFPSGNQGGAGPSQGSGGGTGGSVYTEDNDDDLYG
EBV gp42 inh: Epstein-Barr virus gp42 inhibitors, primary screen, biochemical, uHTS, fluorescence polarization. Glycoprotein 42 (Epstein-Barr virus (strain AG876)), Q1HVG2. Fluorescence polarization binding assay, mP read-out. inhibition, % (tested at 21.74 µM). actives 0.42% (n = 220,000); in the data active = inhibition above about 50%
Target sequence (Q1HVG2 whole entry, looked up): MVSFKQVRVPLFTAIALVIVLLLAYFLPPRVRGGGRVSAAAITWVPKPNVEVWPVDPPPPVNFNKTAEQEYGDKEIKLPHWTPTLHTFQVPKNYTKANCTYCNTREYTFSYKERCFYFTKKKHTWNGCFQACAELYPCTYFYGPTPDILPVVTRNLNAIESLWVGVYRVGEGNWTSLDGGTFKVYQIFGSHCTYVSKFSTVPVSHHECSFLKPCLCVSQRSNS
* = called active by the depositor; . = no result given; [ ] = dose if it differs, or a comment.

TbHK1 inh | Calpain2 inh | Runt-CBFb FRET | RBBP9 inhibitor | Furin inh | Runt-SMMHC FRET | NCF1 inh | p97 ATPase inh | EBV gp42 inh | Compound
-9 | 20 | 0 | -9 | -32[20 µM] | 0 | 1 | 1 | -22 | COc1ccc(C2C(C(=O)N3CCCCC3)CC(=O)N2c2ccc(OC)cc2)cc1 (stereo not given)
1 | -26 | -2 | 9 | -11 | 1 | -12 | 2 | -41 | CC(C)Nc1nc(NC(C)C)nc(N(C)n2cnnc2)n1
-4 | -45 | 0 | 5 | -29 | -3 | -5 | -2 | 2 | N#CCCN1CCN(C(CNS(=O)(=O)c2ccc(Cl)cc2)c2ccccc2)CC1 (stereo not given)
-19 | 26 | -1 | 2 | -24 | 4 | -4 | -3 | 1 | O=C(Nc1ccccc1)c1nn(-c2cccc(C(F)(F)F)c2)ccc1=O
11 | 35 | -2 | 1 | -7 | -1 | -3 | -5 | -11 | Cc1ccccc1OCC(=O)NNC(=O)CCN1C(=O)c2ccccc2C1=O
4 | -24 | 4 | -6 | -25 | 12 | -2 | 3 | -5 | CC(=O)c1ccc(-n2c(-c3cc(-c4ccsc4)n[nH]3)n[nH]c2=S)cc1
-9 | 3 | 0 | 5 | 14 | -2 | -3 | 1 | -12 | Cc1c(NS(C)(=O)=O)cccc1-c1nc2cccnc2s1
3 | -122 | 0 | -2 | -13 | -2 | -37 | -4 | -27 | CCCCNC1C(CC)C(CCC)C(C#N)(C#N)C1(C#N)C#N (stereo not given)
2 | -8 | -1 | 5 | -9 | 2 | -1 | 7 | -17 | CCSCCOC(=O)C1=C(C)NC(=O)NC1c1ccccc1 (stereo not given)
0 | -2 | -2 | -6 | -2 | -2 | -9 | -6 | 3 | COC(=O)CC1=NN(c2nc3ccccc3s2)C(=O)/C1=C/N(C)C
-12 | -9 | 3 | -10 | -13[20 µM] | -6 | -9 | -4 | -13 | CCOC(=O)c1ccccc1NC(=O)c1ccccc1NS(C)(=O)=O
-1 | -12 | -2 | -5 | -21 | -4 | 5 | -1 | -8 | COc1ccc2c(c1)C1(C)CC(C)(C)N2C(=O)N1c1ccccc1 (stereo not given)
30 | 12 | 1 | -8 | 0 | 0 | -14 | -1 | 7 | CN(Cc1cn(C)c2ccccc12)C(=S)Nc1cc(F)cc(F)c1
15 | 47 | -14 | -7 | -18 | -10 | -5 | -1 | 12 | Cc1cc(NC(=S)N(Cc2ccc(Br)cc2)Cc2ccc(C(=O)O)cc2)ccc1Cl
-13 | -17 | 0 | -6 | -8[20 µM] | -2 | -5 | -1 | 0 | COc1cc(C(=O)Nc2nnc(CC(=O)N3CCOCC3)s2)cc(OC)c1OC
-26 | -18 | -3 | 5 | -7[20 µM] | -6 | -11 | 2 | -8 | CCN1C(=O)/C(=C/c2cc(C)n(C)c2C)SC1=Nc1ccc(OC)cc1
34 | 7 | -3 | -11 | 7 | 8 | -11 | -1 | 11 | O=C(/C=C/c1cccc(Cl)c1)N1CCC(Cc2ccccc2)CC1
0 | -27 | 0 | -4 | -25[20 µM] | 2 | 10 | 0 | -2 | O=C(CCc1ccccc1)Nc1ccncc1
-24 | -7 | 3 | 11 | -1 | -53 | -5 | -1 | -6 | Cc1ccc(Nc2c(-c3ccc(C)o3)nc3ncccn23)cc1
-16 | 10 | 8 | 5 | -4 | -10 | -24 | 11 | -7 | Nc1ncc(N=Nc2cc(C(=O)O)ccc2Cl)s1
2 | 19 | 0 | -1 | -19 | -3 | -19 | 1 | -21 | CCCSC1=N/C(=C/c2ccsc2)C(=O)N1c1ccccc1
-6 | -13 | 21 | 1 | -11 | 47 | -60 | 5 | -8 | COc1ccc2c(c1)NC(c1ccc(N(C)C)cc1)c1cccn1-2 (stereo not given)
2 | 4 | 1 | -5 | -14 | 3 | -8 | 4 | 1 | O=C(Cc1ncc(C(F)(F)F)cc1Cl)NCCc1ccccn1
-2 | 71* | 0 | -8 | 5[20 µM] | 2 | -9 | -3 | 11 | Cc1cccc(OCCCSc2nc3ccc(C)cc3[nH]2)c1
-33 | 22 | 1 | 1 | -4 | 1 | 17 | 7 | -2 | CCOC(=O)c1cc(C(=O)OCC)c(=O)[nH]c1N1CCCCC1
-1 | -13 | -2 | 2 | -18 | 1 | -11 | 10 | -13 | Cc1cc(C(=O)N(CCC#N)Cc2cccs2)no1
7 | 24 | -4 | -4 | -26 | 2 | -6 | 1 | 13 | CCCCNc1nc(N(C)c2ccccc2)nc(-n2ccnc2)n1
-1 | -17 | -2 | 4 | -28[20 µM] | -4 | -17 | 0 | -6 | CCOC(=O)c1c(CC(C)C)csc1NC(=O)C(C)C
-1 | 7 | -1 | -5 | -7 | 1 | -19 | -2 | -1 | CC(=O)OC1COC(n2ccc3ccccc32)C(OC(C)=O)C1OC(C)=O (stereo not given)
-31 | -95 | 46 | -9 | -11 | 28 | -44 | 4 | -8 | COc1ccc(/C=C(/C(=O)c2cccs2)N2C=CC=CC2=C(C#N)C#N)cc1
-1 | 12 | 0 | 0 | -21[20 µM] | 2 | 3 | -8 | 0 | COc1cc(C)c(S(=O)(=O)NCc2cccs2)cc1C
-4 | 10 | 0 | 1 | -20[20 µM] | 0 | -13 | 2 | -19 | COC(=O)c1cc(NC(=O)CC2NCCNC2=O)cc(C(=O)OC)c1 (stereo not given)
2 | 23 | -3 | -12 | -5[20 µM] | 0 | 4 | -9 | -15 | CCN(CC)S(=O)(=O)c1ccc(NC(=O)CSc2nnc(-c3cccc(OC)c3)n2C)cc1
0 | -4 | -1 | -11 | -10[20 µM] | -2 | -6 | -5 | -9 | COCCOc1nc2ccccc2nc1C
-6 | -22 | 0 | -2 | -1 | 1 | 9 | 2 | -23 | CC(=O)N(CC1CCCO1)c1nnc(-c2cnccn2)s1 (stereo not given)
2 | -15 | 0 | -2 | -20 | -2 | -6 | 0 | -25 | Cc1ccc(S(=O)(=O)N(C)CCCC(=O)N2CCOCC2)cc1
-1 | -18 | 0 | -6 | -14 | 8 | -7 | 3 | -10 | O=C(O)CCCNC(=O)Nc1ccccc1
16 | -4 | 0 | 6 | -8 | -2 | 8 | 3 | -10 | Cc1nc2ccc(C(=O)O)cc2nc1C
1 | -6 | -4 | 0 | -6[20 µM] | -4 | -4 | -7 | -13 | COc1ccccc1OCC(=O)Nc1ccc(CSc2ccccc2)cc1C
-15 | 9 | 1 | -7 | -9 | 0 | -14 | 2 | -19 | O=C(Nc1nccs1)c1ccc2c(=O)n3c(nc2c1)CCCCC3
3 | -6 | 1 | -3 | -16 | 1 | 0 | 3 | 0 | COc1ccc(NC(=O)C(C)SCc2ccccc2)cc1OC (stereo not given)
6 | -39 | -1 | -9 | -7[20 µM] | -3 | -4 | 0 | 3 | CCOc1ccccc1C(=O)NCCCn1ccnc1
-9 | 26 | -1 | -8 | -5 | 0 | -42 | -4 | -2 | O=C(CC1S/C(=N/N=C/c2cccs2)NC1=O)Nc1ccc(Cl)cc1 (stereo not given)
2 | -9 | -2 | -5 | -23 | 2 | -4 | 4 | -15 | CCOC(=O)C1(CCCc2ccccc2)CCN(C(=O)C(C)n2cncn2)CC1 (stereo not given)
3 | 15 | 21 | -10 | -11[20 µM] | 17 | -14 | 1 | -10 | COc1ccc2c(=O)c3c(=O)n(Cc4ccco4)c(C(C)C)nc3oc2c1

The list goes on; it opens with the 3 that closed the last part.
TbHK1 inh | Calpain2 inh | Runt-CBFb FRET | RBBP9 inhibitor | Furin inh | Runt-SMMHC FRET | NCF1 inh | p97 ATPase inh | EBV gp42 inh | Compound
-9 | 26 | -1 | -8 | -5 | 0 | -42 | -4 | -2 | O=C(CC1S/C(=N/N=C/c2cccs2)NC1=O)Nc1ccc(Cl)cc1 (stereo not given)
2 | -9 | -2 | -5 | -23 | 2 | -4 | 4 | -15 | CCOC(=O)C1(CCCc2ccccc2)CCN(C(=O)C(C)n2cncn2)CC1 (stereo not given)
3 | 15 | 21 | -10 | -11[20 µM] | 17 | -14 | 1 | -10 | COc1ccc2c(=O)c3c(=O)n(Cc4ccco4)c(C(C)C)nc3oc2c1
0 | -197 | 11 | -3 | -23[20 µM] | 0 | -3 | 5 | -3 | CC1Cn2c(nnc2-c2cc3ccccc3cc2O)S1 (stereo not given)
-6 | 12 | -1 | -8 | -24[20 µM] | 6 | -6 | -2 | -19 | CCCCn1c(SCc2cccnc2)nc2c1c(=O)n(C)c(=O)n2C
2 | 22 | . | -1 | -9[20 µM] | -2 | -39 | 1 | -3 | COc1ccc(S(=O)(=O)N2CCCCCC2)cc1N(C)S(=O)(=O)c1ccc(Cl)cc1
-1 | 5 | 0 | -7 | -15 | -2 | -2 | 1 | -1 | Cc1ccc(OCCOc2ccc(Br)cc2)c([N+](=O)[O-])n1
1 | 0 | -1 | -8 | -30 | 0 | -14 | 5 | -8 | CC(NC(=O)Nc1ccc(Br)cc1)C(C)(C)C (stereo not given)
-10 | 2 | 0 | -10 | -20 | 4 | -25 | 1 | -2 | O=C1COc2ccc(C(=O)/C=C/c3ccccc3)cc2N1
4 | 14 | 2 | -7 | -13 | -2 | 4 | -5 | -9 | COc1ccc(O)c(CN2CCN(CCc3ccccc3)C(CCO)C2)c1 (stereo not given)
-2 | -14 | 1 | -6 | -28 | 0 | -17 | 0 | 3 | CCN(CCO)C(=S)Nc1cc(S(=O)(=O)N(C)C)ccc1C
2 | 0 | 1 | -9 | -5[20 µM] | -8 | -6 | -5 | -13 | CN1CC2([N+](=O)[O-])CC=C(Oc3ccccc3)C([N+](=O)[O-])(C1)C2 (stereo not given)
2 | 19 | -1 | -3 | 1[20 µM] | -1 | -17 | -5 | -20 | Cc1cc(Br)ccc1OCC(=O)N(Cc1nc(-c2ccccc2)no1)C(C)C
13 | -24 | 0 | -3 | -8[20 µM] | 1 | -4 | 0 | -4 | CCn1c(SCC(=O)N2CCC(C(N)=O)(N3CCCCC3)CC2)nnc1-c1ccccc1
26 | 10 | 2 | -5 | -11 | -8 | -6 | 5 | -5 | COc1ccc(NC(=O)c2cc(S(=O)(=O)N3CCCC3)oc2C)cc1
3 | -48 | 5 | -3 | -7 | -6 | -55 | 4 | -16 | COc1ccc(C(c2c[nH]c3ccccc23)c2c[nH]c3ccccc23)cc1O
-1 | -5 | 0 | 1 | -18 | -16 | -4 | 8 | -20 | N=C(N)SCc1ccccc1Cl
6 | 30 | 0 | -12 | -15 | -1 | 6 | -2 | -1 | COc1ccc(NC(=O)CN2C(=O)N(C)Cc3ccccc32)c(C)c1
